Source: PubChem
IMPase Li cell = IMPase inhibition in cells with lithium potentiation; Potency, µM (highest dose often 59.4 µM), without a hit: top-dose activity, negative = IMPase inhibition, usual class: inhibitors; AID 1457; CHO-M1 cells, IP1 TR-FRET (IP-One), carbachol + lithium; hit rate 0.35% among 210,000;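 further: IP1 builds up when IMPase is blocked and the TR-FRET signal falls; plate controls were basal vehicle for no effect and high inhibitor control for full effect; nearly all actives have a fitted effect of over 50% in size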
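Readout is a homogeneous TR-FRET IP1 immunoassay (Ex 320, Em 665 and 620), where raised cytosolic IP1 lowers signal. Cells were CHO-M1 treated 30 min at 37C with test compounds plus a little lithium; AC50 values came from Hill-equation fitting.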
RECQ1 inh = inhibitors of human RECQ1 DNA helicase; AID 2549; P46063; RECQ1 DNA unwinding, red fluorescence kinetic read; Potency, µM (highest dose often 57.3 µM), for inactives: at the top dose activity, negative = inhibition, actives largely listed as inhibitors; hit rate 0.54% among 240,000;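 further: plate controls were vehicle for no effect and no enzyme for full effect; nearly all actives have a fitted effect of over 30% in size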
Target sequence (P46063 whole entry, looked up): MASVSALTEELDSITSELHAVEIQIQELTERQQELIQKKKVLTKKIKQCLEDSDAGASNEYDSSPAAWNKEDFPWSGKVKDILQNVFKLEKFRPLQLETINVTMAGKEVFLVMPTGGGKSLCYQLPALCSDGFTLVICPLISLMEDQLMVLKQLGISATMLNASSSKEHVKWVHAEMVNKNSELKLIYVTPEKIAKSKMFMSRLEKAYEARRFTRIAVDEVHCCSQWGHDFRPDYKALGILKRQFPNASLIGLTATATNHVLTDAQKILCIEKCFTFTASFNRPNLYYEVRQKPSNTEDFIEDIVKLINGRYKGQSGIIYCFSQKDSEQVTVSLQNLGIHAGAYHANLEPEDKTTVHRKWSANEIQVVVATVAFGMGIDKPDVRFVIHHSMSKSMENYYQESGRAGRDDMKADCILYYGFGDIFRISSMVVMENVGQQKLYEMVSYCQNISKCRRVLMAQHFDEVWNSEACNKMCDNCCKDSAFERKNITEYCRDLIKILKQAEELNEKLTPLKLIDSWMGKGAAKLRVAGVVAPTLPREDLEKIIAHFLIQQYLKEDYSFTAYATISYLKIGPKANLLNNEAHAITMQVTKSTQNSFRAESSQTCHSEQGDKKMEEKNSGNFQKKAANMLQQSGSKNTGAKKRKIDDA
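50 nM RECQ1T1 preincubated 15 min with compound in Tris pH 8.0 buffer with MgCl2, DTT, Tween-20 and 2.5 ug/ml poly(dI-dC); started with 200 nM TAMRA/BHQ-2 forked duplex and 2 mM ATP. Unwinding read as fluorescence (525/598 nm), two reads 2 h apart.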
KinaseGlo FLuc = counter-screen: inhibitors of Kinase-Glo firefly luciferase; AID 1379; hit rate 0.28% among 200,000; Potency, µM (top dose mostly 38.3 µM), inactives show top-dose activity change, negative = inhibition, hits mostly inhibitors; Q27757; Kinase-Glo luciferase, ATP luminescence, 8 min; further: on the % scale 0 is the no-effect control and ±100 the full control effect; nearly all actives have a fitted effect of over 60% in size
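Recombinant Kinase-Glo luciferase, 10 uM ATP (linear range), luciferin; imidazole pH 7.2 / KCl / MgCl2 / Tween / BSA buffer; 8 min RT; luminescence.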
Epigenetic derep = epigenetic control regulation, reporter derepression; murine LDR cells, GFP reporter derepression, 30 h; Potency, µM (top dose mostly 53.9 µM), for inactives: at the highest dose GFP activation, hits mostly activators; hit rate 0.2% among 280,000; further: % of control where 0% means no effect; nearly all actives have a fitted effect of over 60% in size
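In this reporter-derepression format, murine cells bearing a silenced integrated CMV-GFP locus incubate with test compound (30 h, 37 C), then are washed and imaged; fluorescent objects of 20–120 um count as induced cells.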
SMN2 splice up = increases expression of the SMN2 splice variant; Potency, µM (doses to about 46.1 µM), inactives show at the top dose activity change, positive = activation, most hits filed as activators; HEK293 SMN2-luciferase splicing reporter, luminescence, 30-36 h; hit rate 2.8% among 210,000; further: % of control where 0% means no effect; nearly all actives have a fitted effect of over 55% in size
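HEK293 cells carry an SMN2 […]–luciferase reporter in which exon 7 inclusion puts luciferase in frame. Cells were plated 10-12 h before compound addition, then incubated 30-36 h at 37C. ONE-Glo luminescence was read; sodium butyrate at 4.5 mM final served as control.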
GoLoco inh red = RGS12 GoLoco-Gai1 interaction inhibition; Potency, µM (highest dose often 61.6 µM), without a hit: at the highest dose activity, negative = inhibition, actives largely listed as inhibitors; P63096; Gai1:RGS12 GoLoco peptide FP, rhodamine, 10 min; hit rate 0.44% among 230,000; active means well fitted inhibition curve with a large enough effect, not every such curve was filed as active; inactive means no such curve, though single readings can be large or run the other way; further: on the % scale 0 is the no-effect control and ±100 the full control effect; nearly all actives have a fitted effect of over 30% in size; many of its hits are not listed in these tables
KDM4E inh = inhibitors of human JMJD2E histone demethylase; B2RXH2; JMJD2E catalytic domain, FDH-coupled NADH fluorescence (FDH is formaldehyde dehydrogenase); Potency, µM (highest dose often 57.1 µM), for the others: at the top dose activity change, negative = inhibition, hits mostly inhibitors; hit rate 1.6% among 230,000; active means well fitted inhibition curve with a large enough effect, not every such curve was filed as active; inconclusive means small, poorly fitted or top-dose-only effect, or another doubt; inactive means no such curve, though single readings can be large or run the other way;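 further: 0% = wells with enzyme and -100% = buffer wells without enzyme; nearly all actives have a fitted effect of over 50% in size; many of its hits are not listed in these tables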
NPSR antag = neuropeptide S receptor (human) antagonism, cAMP; Q6W5P4; CHO-NPSR cells, cAMP TR-FRET, antagonist mode; Potency, µM (doses to about 38.3 µM), for the others: top-dose activity change, negative = inhibition, most hits filed as inhibitors; hit rate 1% among 220,000; further: on the % scale 0 is the no-effect control and ±100 the full control effect; nearly all actives have a fitted effect of over 50% in size; many of its hits are not listed in these tables
Target sequence (Q6W5P4 whole entry, looked up): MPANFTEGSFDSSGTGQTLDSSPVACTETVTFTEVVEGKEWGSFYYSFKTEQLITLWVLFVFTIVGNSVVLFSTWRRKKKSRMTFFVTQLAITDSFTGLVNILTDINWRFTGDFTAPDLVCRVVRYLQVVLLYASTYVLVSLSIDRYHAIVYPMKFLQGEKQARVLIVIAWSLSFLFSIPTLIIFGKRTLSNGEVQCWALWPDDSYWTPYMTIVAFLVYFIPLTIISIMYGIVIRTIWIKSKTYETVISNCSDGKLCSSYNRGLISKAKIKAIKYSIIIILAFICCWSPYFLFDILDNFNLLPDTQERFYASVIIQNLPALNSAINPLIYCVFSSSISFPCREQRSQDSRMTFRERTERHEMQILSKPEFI
Numbers without * were called inactive; i = inactive; u = inconclusive; x = not tested or not shown; & = joins results of further samples; [ ] = dose if it differs, or a comment. Unless noted, the call rests on the fitted dose curve; in most records, active means well fitted curve in the direction sought with a large enough effect; inconclusive means small, poorly fitted or top-dose-only effect, or another doubt; inactive means no such curve, though single readings can be large; an effect the other way counts as inactive or inconclusive. Potency means the concentration at half of the fitted maximal effect.

SMILES	IMPase Li cell	RECQ1 inh	KinaseGlo FLuc	Epigenetic derep	SMN2 splice up	GoLoco inh red	KDM4E inh	NPSR antag
CCN(CC)S(=O)(=O)c1cccc(C(=O)N[C@H](C(=O)OCC(=O)Nc2ccccc2)C(C)C)c1	22%[38.3 µM]	i	-5%	2.6%	1%	-10%	u	-13%[46.1 µM]
CCCn1c(SCc2ccccn2)nc2c1c(=O)n(C)c(=O)n2C	-1%[38.3 µM]	-16%	10%	-1.7%	18%	3%	-6%	-13%[46.1 µM]
CCOC(=O)c1cc(C(=O)c2ccccc2O)cn2c(=O)c3c(C)c(C)sc3nc12	4%	i	-1%	12%	-23%	28%	-6%	-32%
CC1CCCN(C(=O)CSc2nc3ncccc3[nH]2)C1 (stereo unspecified)	-1%	13%	0%	-1.0%	x	-29%	3%	-4%
COc1ccc(CC2(CO)CCN(Cc3cnn(-c4ccc(F)cc4)c3)CC2)cc1	21%	-2%	-3%	2.1%	x	6%	-17%	-1%
COc1cc(-c2noc(-c3ccco3)n2)cc(OC)c1OC	5%[38.3 µM]	-9%	12%	1.9%	-9%	5%	9%	-20%[7.67 µM]
Cc1ccc(C(=O)CSc2nnc(N)s2)c(C)c1	-3%	30%	-1%	1.1%	16µM*	10%	12%	9%
O=C(O)C1Cc2ccccc2CN1C(=O)c1ccccc1Cl (stereo unspecified)	-17%[38.3 µM]	-12%	10%	0.0%	-7%	-15%	-3%	-8%[46.1 µM]
COc1ccc(C(=O)N2CCN(C(=O)c3ccco3)CC2)cc1	16%[38.3 µM]	-5%	3%	-0.3%	-5%	-3%	4%	1%[46.1 µM]
O=C1C(C=NCc2ccncc2)=C(O)c2ccccc21	17%[38.3 µM]	i	21%	-0.7%	11%	-3%	-8%	-11%[46.1 µM]
Cc1cccc(NC(=S)N2CCC(N(C)CC3CCCO3)CC2)c1C (stereo unspecified)	10%[38.3 µM]	-2%	-1%	0.0%	1%	3%	9%	-2%[46.1 µM]
COc1ccc(/C=C/C(=O)c2ccccc2)cc1COc1ccccc1F	21%[38.3 µM]	-12%	-1%	-0.1%	-30%	10%	-5%	-25%[46.1 µM]
COc1ccccc1-n1cnc2cc(NS(=O)(=O)c3ccc(Br)cc3)ccc21	39%[activator][38.3 µM]	-5%	-4%	-2.6%	u	1%	2%	-29%[46.1 µM]
CCCCCCc1cc2cc(S(=O)(=O)c3ccc(F)cc3)c(=O)oc2cc1O	-4%	-8%	7%	1.1%	-23%	68%[activator]	u	11%
CCCN[C@@H](C)C(=O)Nc1ccccc1C	0%	-9%[25.9 µM]	-3%[17.1 µM]	-0.3%[16.9 µM]	-4%[20.6 µM]	2%[21.6 µM]	6%[25.5 µM]	x
COc1ccc(CCNC(=O)C2CC3Cn4c(nc5cc(Cl)c(Cl)cc54)C3N2C)cc1 (stereo unspecified)	x	i	x	1.4%	x	5%	2%	-22%
CCn1c(COc2ccc(OC)cc2)nc2ccccc21	-14%[38.3 µM]	-13%	-8%	0.9%	1%	2%	-3%	-7%[46.1 µM]
O=C(CNS(=O)(=O)c1cccc2nonc12)NCc1ccc(F)cc1	13%[38.3 µM]	-17%	-1%	0.0%	19%	7%	4%	0%[46.1 µM]
COc1ccc(/C=C/CN2CCN(Cc3cccc(OC)c3)C(CCO)C2)cc1 (stereo unspecified)	11%	-10%	-3%	0.0%	x	-3%	-1%	2%
CC1(C)CC(=O)C(Sc2ccccc2)=C(O)C1	x	i	x	0.0%	x	11%	-9%	-19%

Continued; the last two above are carried over.
SMILES	IMPase Li cell	RECQ1 inh	KinaseGlo FLuc	Epigenetic derep	SMN2 splice up	GoLoco inh red	KDM4E inh	NPSR antag
COc1ccc(/C=C/CN2CCN(Cc3cccc(OC)c3)C(CCO)C2)cc1 (stereo unspecified)	11%	-10%	-3%	0.0%	x	-3%	-1%	2%
CC1(C)CC(=O)C(Sc2ccccc2)=C(O)C1	x	i	x	0.0%	x	11%	-9%	-19%
O=C(Nc1ccc([N+](=O)[O-])cn1)c1cc(-c2cccc(Br)c2)nc2ccccc12	3%	-1%	1%	-1.0%	9%	4%	11%	3%
O=C(NC(=S)NCCO)c1cn(-c2ccccc2)nc1-c1ccccc1	2%	-17%	x	9.0%	x	8%	-7%	-18%
CC1CC/C(=C\c2ccc3c(c2)OCO3)C(=O)/C1=C/c1ccc2c(c1)OCO2 (stereo unspecified)	20%[38.3 µM]	-7%	-3%	u	-86%[inhibitor]	51%[activator]	1%	-24%[46.1 µM]
COC(=O)C1CCN(C(=O)c2sc3nc(-c4ccc(F)cc4)cn3c2C)CC1	26%[38.3 µM]	-1%	2%	-12%	-20%	-2%	4%	0%[46.1 µM]
CCCNc1ncnc2onc(C)c12	-1%	i	3%	-2.5%&-1.3%	2%	9%	5%	17%
CCN1CCN(CCCN(Cc2ccco2)C(=S)Nc2cc(Cl)ccc2C)CC1	10%	1%	-3%	1.1%	-10%	2%	4%	-5%
CCOc1ccc(-n2cnnn2)cc1S(=O)(=O)NCCc1ccc(OC)c(OC)c1	-6%[38.3 µM]	-2%	0%	1.1%	x	15%	-4%	-2%[46.1 µM]
CN1CCC(Oc2ccc(Sc3ccccc3)cc2)CC1	15%	-7%	-3%	-2.0%	6%	7%	0%	6%
Cc1ccc(C)c(OCC(=O)NC(Cc2c[nH]c3ccccc23)C(=O)O)c1 (stereo unspecified)	2%	i	4%	0.1%	5%	20%	u	10%
COc1cc(CCC(=O)N2CCN(c3ccc(N4CCOCC4)nn3)CC2)cc(OC)c1OC	4%[38.3 µM]	-5%	0%	2.8%	6%	-11%	u	7%[46.1 µM]
Cc1nc2ccccc2c2oc(C(=O)NCCCN3CCC(C)CC3)cc12	28%[38.3 µM]	10%	-2%	0.0%	20%	1%	-20%	0%[46.1 µM]
N=C1S/C(=C\c2ccc(-c3ccccc3C(=O)O)o2)C(=O)N1c1ccc2c(c1)OCO2	6%	-2%	x	-1.3%	x	-8%	5.6µM*	-9%
Cc1ccc(Oc2ccc(-c3nc(N)nc(N)n3)cc2)cc1C	26%[38.3 µM]	-19%	3%	0.7%	-36%[inhibitor]	5%	-1%	-15%[46.1 µM]
CC(C)Oc1ccc(CCc2n[nH]c(=S)n2-c2ccccc2)cc1	-2%	-5%	3%	0.9%	-31%[inhibitor]	6%	5%	-15%
O=C(Nc1ncccc1Cl)c1ccccc1F	-1%	-10%	0%	0.0%	-7%	12%	2%	14%
CN=C1S/C(=C\c2ccc(N3CCOCC3)c(F)c2)C(=O)N1C	26%[38.3 µM]	-16%	-7%	0.0%	9%	3%	5%	-8%[46.1 µM]
COc1cccc(NC(=O)COC(=O)CC(NC(N)=O)c2ccc(Cl)cc2)c1 (stereo unspecified)	x	-1%	x	0.6%	x	-1%	-2%	9%
Cc1onc(-c2ccccc2)c1C(=O)Nc1nnc(N(C)Cc2ccccc2)s1	-9%[38.3 µM]	-13%	-2%	0.2%	-15%	9%	u	-18%[46.1 µM]
CCN1CCN(CCc2nc3cc([N+](=O)[O-])ccc3n2C)CC1	x	-5%	x	-1.2%	x	1%	-18%	50%
Nc1nc(SCC(=O)NCCC(c2ccccc2)c2ccccc2)n[nH]1	25%[38.3 µM]	-11%	-2%	-1.0%	1%	-1%	8%	-25%[46.1 µM]
O=C(NC1CCCCC1)C(c1ccc(F)cc1)N(Cc1ccco1)C(=O)c1ccccn1 (stereo unspecified)	19%	-1%	8%	-2.2%	-9%	0%	6%	-32%
CC(C)OCCCNC(=O)CCC(=O)NNc1nc2ccccc2c2nc(-c3ccccc3)nn12	6%	-1%	-1%	-3.2%	-4%	6%	0%	-1%
CC(C)(C)Nc1nc(OCC(F)(F)F)nc(OCC(F)(F)F)n1	20%[38.3 µM]	-1%	1%	-4.8%	1%	1%	3%	-13%[46.1 µM]
COC(=O)C(C)Sc1nnc(-c2ccncc2)o1 (stereo unspecified)	19%[38.3 µM]	-4%	-6%	0.9%	-9%	6%	0%	-2%[46.1 µM]

By substructure: the entries above containing a furan ring, fused or not
SMILES	IMPase Li cell	RECQ1 inh	KinaseGlo FLuc	Epigenetic derep	SMN2 splice up	GoLoco inh red	KDM4E inh	NPSR antag
COc1cc(-c2noc(-c3ccco3)n2)cc(OC)c1OC	5%[38.3 µM]	-9%	12%	1.9%	-9%	5%	9%	-20%[7.67 µM]
COc1ccc(C(=O)N2CCN(C(=O)c3ccco3)CC2)cc1	16%[38.3 µM]	-5%	3%	-0.3%	-5%	-3%	4%	1%[46.1 µM]
CCN1CCN(CCCN(Cc2ccco2)C(=S)Nc2cc(Cl)ccc2C)CC1	10%	1%	-3%	1.1%	-10%	2%	4%	-5%
Cc1nc2ccccc2c2oc(C(=O)NCCCN3CCC(C)CC3)cc12	28%[38.3 µM]	10%	-2%	0.0%	20%	1%	-20%	0%[46.1 µM]
N=C1S/C(=C\c2ccc(-c3ccccc3C(=O)O)o2)C(=O)N1c1ccc2c(c1)OCO2	6%	-2%	x	-1.3%	x	-8%	5.6µM*	-9%
O=C(NC1CCCCC1)C(c1ccc(F)cc1)N(Cc1ccco1)C(=O)c1ccccn1 (stereo unspecified)	19%	-1%	8%	-2.2%	-9%	0%	6%	-32%

The list is partial; count on the stated rates, not on these rows.
